# MCF10A rerep: A quantitative high throughput screen for small molecules that induce DNA re-replication in MCF 10a normal breast cells; MCF 10A DNA re-replication, Hoechst nuclear intensity, 48 h; Potency, µM (series often up to 46.1 µM), for inactives: at the highest dose activity, positive = re-replication, actives largely listed as activators; 2.9% of 350,000 active; AID 624296, 2012; further: potency means the concentration at half of the fitted maximal effect; % of control where 0% means no effect; nearly all actives have a fitted effect of over 50% in size
# HT1080NT lethal: qHTS for induction of synthetic lethality in tumor cells producing 2HG: qHTS for the HT-1080-NT fibrosarcoma cell line. HT-1080-NT fibrosarcoma viability, CellTiter-Glo ATP luminescence, 48 h. Potency, µM (series often up to 46.1 µM), for the others: at the top dose activity, negative = less viability, usual class: cytotoxic. 1.6% of 360,000 active;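 further: NT is the 2HG producing partner of a matched IDH1 knockdown line; potency means the concentration at half of the fitted maximal effect; 0% = DMSO-treated cells and -100% = media-only wells without cells; nearly all actives have a fitted effect of over 55% in size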
#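 Viability by CellTiter-Glo luminescence after 48 h compound exposure at 37C of HT-1080-NT cells (750/well, RPMI, 5% FBS). % activity scaled between DMSO wells and medium-only wells, then curve-fitted and categorized by curve class.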
# SW480 rerep: A quantitative high throughput screen for small molecules that induce DNA re-replication in SW480 colon adenocarcinoma cells | SW480 DNA re-replication, Hoechst DNA content imaging, 48 h | Potency, µM (top dose mostly 46.1 µM), for the others: top-dose re-replication activation, actives largely listed as activators | 1.8% of 340,000 active | AID 624297, 2012; further: potency means the concentration at half of the fitted maximal effect; % of control where 0% means no effect; nearly all actives have a fitted effect of over 55% in size
#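 Compounds, transferred as 23 nL by pin tool, were incubated with cells for 48 hr; DNA content per nucleus was then quantified by Hoechst staining and fluorescence plate imaging.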
# S2 tox: Viability Counterscreen for Primary qHTS for Inhibitors of ATXN expression; Potency, µM (doses to about 56.7 µM), hits mostly cytotoxic; AID 651635, 2014; S2 cells (HEK-293 line with an ATXN2-luciferase reporter) viability, CellTiter-Fluor protease fluorescence, 24 h; 0.49% of 400,000 active; further: potency means the concentration at half of the fitted maximal effect; nearly all actives have a fitted effect of over 40% in size
# HT1080 IDH1KD tx: qHTS for induction of synthetic lethality in tumor cells producing 2HG: qHTS for the HT-1080-IDH1KD cell line. HT-1080 IDH1 knockdown viability, ATP luminescence, 48 h. Potency, µM (top dose mostly 46.1 µM), for inactives: at the highest dose activity, negative = toxicity, hits mostly cytotoxic. AID 686971, 2013. 2% of 360,000 active;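 further: potency means the concentration at half of the fitted maximal effect; 0% = DMSO wells and -100% = cell-free medium wells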
#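 Knockdown cells (IDH1KD HT-1080) received compounds 2 h after plating at 750 cells/well and were kept 48 h at 37 °C in 5% FBS RPMI. A CellTiter-Glo luminescence read gave % activity for curve fitting.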
# IL-1B inflam inh: qHTS for Inhibitors of Inflammasome Signaling: IL-1-beta AlphaLISA Primary Screen; THP-1 LPS/ATP IL-1B secretion, AlphaLISA, 16 h; stronger effect = lower value; 4.7% of 360,000 active; activity change, % at 57.5 µM; AID 743279, 2014; in the data active means activity change below about -50%; inconclusive means mostly about -30% to -49%; further: on the % scale 0 is the no-effect control and ±100 the full control effect
#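 Secreted IL-1B measured by AlphaLISA bead assay after 16 h compound exposure of THP-1 cells; compounds (final up to 57.5 uM) added 1 h before LPS (250 ng/mL) and ATP (1.25 mM) stimulation; lower signal means less secretion.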
# HepG2 tox: qHTS for Inhibitors of TGF-b: Cytotox Counterscreen; AID 588856, 2011; 0.76% of 410,000 active; HepG2 CAGA-GFP viability, ATP luminescence, 18 h; Potency, µM (titrated, usually from 46.1 µM), for the others: at the highest dose activity change, negative = cytotoxicity, hits mostly cytotoxic; further: potency means the concentration at half of the fitted maximal effect; some results filed as inactive show a strong effect at the top dose
#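 CellTiter-Glo luminescence gave cytotoxicity after 18 hours at 37 degrees C. The cells were HepG2 CAGA-GFP in 1% FBS DMEM, stimulated with 500 pg/mL TGF-beta after compound addition. %Activity was normalised to no-cell wells (complete cell-killing) and DMSO (no toxicity), and curves were fitted and classified.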
# ATXN2 expr inh: Primary qHTS for Inhibitors of ATXN expression; AID 1745845, 2022; HEK-293 ATXN2-luciferase reporter, luminescence, 24 h; 0.72% of 360,000 active; Potency, µM (doses to about 57 µM), for the others: at the top dose activity change, negative = inhibition, actives largely listed as inhibitors; further: potency means the concentration at half of the fitted maximal effect; on the % scale 0 is the no-effect control and ±100 the full control effect; nearly all actives have a fitted effect of over 55% in size
#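 qHTS (up to 57 uM final) was run with 24 h compound exposure of reporter cells at 37 °C. Each well was multiplexed: SteadyGlo luminescence measured ATXN2-luciferase expression after a fluorogenic Gly-Phe-AFC viability readout (25 uM final).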
# KB-3-1 tox: qHTS assay for MDR1-selective chemotherapeutics: Primary screen using the parental adenocarcinoma cell KB-3-1; KB-3-1 viability, CellTiter-Glo ATP luminescence, 72 h; Potency, µM (highest dose often 46.1 µM), without a hit: top-dose activity change, negative = cytotoxic, most hits filed as cytotoxic; 1.4% of 400,000 active; AID 1347075, 2019; further: potency means the concentration at half of the fitted maximal effect; on the % scale 0 is the no-effect control and ±100 the full control effect; nearly all actives have a fitted effect of over 60% in size
#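 Luminescent ATP read-out (CellTiter-Glo) measures survival of drug-naive KB-3-1 cells after 72 h compound exposure at 37 °C. Titration series was screened from lowest to highest concentration, with DMSO vehicle plates as background controls.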
# Numbers without * were called inactive; i = inactive; ? = inconclusive; · = not tested or not shown; [ ] = dose if it differs, or a comment. Unless noted, the call rests on the fitted dose curve; in most records, active means well fitted curve in the direction sought with a large enough effect; inconclusive means small, poorly fitted or top-dose-only effect, or another doubt; inactive means no such curve, though single readings can be large; an effect the other way counts as inactive or inconclusive.
SMILES,MCF10A rerep,HT1080NT lethal,SW480 rerep,S2 tox,HT1080 IDH1KD tx,IL-1B inflam inh,HepG2 tox,ATXN2 expr inh,KB-3-1 tox
CC1CCN(C(=O)COC(=O)c2cc(=O)[nH]c3ccccc23)CC1,-3%,-3%[9.24 µM],21%,i,-2%,0,-3%,32%,-45%
COc1ccc(C2NC(=O)N(C)C3=C2C(=O)N(c2ccccc2)C3)cc1 (stereo unspecified),·,·,·,i,·,·,-4%,7%,1%
CCc1ccccc1NS(=O)(=O)c1ccc2c(c1)CCN2C(=O)C1CC1,·,·,·,i,·,·,-1%,3%,8%
CCOC(=O)C1(Cc2ccccc2C)CCCN(C(=O)c2ccccn2)C1 (stereo unspecified),-5%,18%,0%,i,16%,18,-23%,21%,3%
Cc1cc(C)nc(N/N=C/c2cc3c(cc2[N+](=O)[O-])OCO3)n1,2%,-10%,-8%,i,0%,-14,12%,-32%,-11%
CC(=O)c1cccc(CN2CCc3ccc(NC(=O)C4CCCO4)cc3C2)c1 (stereo unspecified),2%,3%,-7%,i,2%,42,4%,0%,?
C[C@H](CO)N1C[C@H](C)[C@@H](CN(C)C(=O)Nc2ccc3c(c2)OCO3)Oc2ccc(NC(=O)Nc3ccc(C(F)(F)F)cc3)cc2C1=O,3%,-13%,2%,?,-16%,-8,-19%,-9%,-1%
COc1ccc2c(c1)c1c(c(=O)n(Cc3ccccc3)c(=O)n1CC(=O)NCc1ccc(C)cc1)n2C,·,·,·,i,·,·,-1%,11%,22%
N/C(=N\c1nc(CSc2ccc(Cl)cc2)cc(=O)[nH]1)Nc1ccccc1C(F)(F)F,?,-3%,-16%,i,-1%,72,-6%,-33%,17%
Cc1cccc(N2C(=O)C=CC2=O)c1,21µM*,3%,?,i,7%,-9,-8%,-1%,2%
CN(CC(=O)N1CCCC1)S(=O)(=O)c1ccc(Cl)cc1,0%,3%,-16%,·,4%,7,-2%,·,-1%
O=c1sc2ccccc2c(N2CCN(c3ccccc3)CC2)c1[N+](=O)[O-],-4%,15%,-5%,i,13%,17,24%,5%,3%
O=C(O)c1cccc(NC2=C(n3nnc4ccccc43)C(=O)c3ccccc3C2=O)c1,0%,-23%,-1%,?,-11%,29,1%,·,2%
Fc1ccccc1N1CCN(C(c2ccnc3ccccc23)c2nnnn2-c2ccc3c(c2)OCCO3)CC1 (stereo unspecified),·,1%,·,?,-3%,-7,·,-7%,?
O=C(N/N=C/c1cccnc1)c1ccccc1Br,-4%,-4%,2%,i,8%,22,3%,-6%,0%
COC(=O)c1scc(S(=O)(=O)C(C)(C)C)c1-n1cccc1,4%,-8%,11%,i,-6%,3,-11%,?,2%
N#Cc1ccc(N/N=C/c2ccccc2)c([N+](=O)[O-])c1,0%,24%,-3%,i,26%,-11,1%,-32%,?
COc1cc(C)c(S(=O)(=O)n2ccc(C)n2)cc1C,-1%,5%,-3%,i,1%,6,-2%,-1%,5%
Cc1ccc(-c2nn(-c3cccc(F)c3)cc2CN2CCN(c3ccccn3)CC2)o1,?,-1%,?,i,-8%,-2,-4%,·,-2%
CC(C)NC(=O)c1ccc2c(c1)S(=O)(=O)c1ccccc1C2=O,2%,-8%,-5%,i,-4%,-17,-30%,0%,8%
CCOc1ccc(/C=C2\SC(=S)N(N3C(=O)C4CC4C3=O)C2=O)cc1 (stereo unspecified),18%,-2%,-16%,i,-8%,6,3%,-17%[11.3 µM],1%
O=C(Nc1ccccn1)C1CCN(S(=O)(=O)c2cccc3nonc23)CC1,0%,-2%,8%,i,5%,-3,1%,-2%,-4%
Clc1cccc(C(c2ccc3nc[nH]c3c2)n2ccnc2)c1 (stereo unspecified),11%,·,-2%,i,·,·,·,14%,·
COc1ccc(NC(=O)c2c(NC(=O)c3ccc(Br)cc3)sc3c2CCCC3)cc1,·,·,·,?,·,·,-104%,?,?
COc1cccc(N2C(=O)C3CCCN3C2c2cccs2)c1 (stereo unspecified),-5%,-3%,?,i,-8%,28,-7%,-15%,0%

# (listing goes on)
SMILES,MCF10A rerep,HT1080NT lethal,SW480 rerep,S2 tox,HT1080 IDH1KD tx,IL-1B inflam inh,HepG2 tox,ATXN2 expr inh,KB-3-1 tox
COc1ccc(C(=O)N/C(=C\c2ccco2)C(=O)NCCN2CCOCC2)cc1,2%,8%,-10%,i,8%,1,-1%,-9%,4%
Cc1ccc(CNC(=O)c2ccc3c(c2)CCN3S(=O)(=O)c2ccc(Br)cc2)cc1,·,·,·,i,·,·,0%,9%,-19%
COc1ccc(S(=O)(=O)N(C)CC(=O)N2CCN(c3ccccc3)CC2)cc1,19%,11%,-5%,i,12%,-15,-1%,-9%,0%
CC(C)C(=O)Nc1ccc(C(=O)CSc2nnc(C3CC3)n2C2CC2)cc1,5%,10%,-2%,i,13%,0,-26%,4%,8%
Cc1nnc(SCC(=O)NNC(=O)c2ccc(Br)cc2)n1C,7%,0%,-7%,i,1%,17,-16%,-5%,-17%
COCCn1c(-c2ccc(Cl)cc2)nc2oc3cc(OC)ccc3c(=O)c2c1=O,7%,8%,97%,i,1%,-9,0%,·,3%
NS(=O)(=O)c1ccc(NC(=O)c2ccc3nccnc3c2)cc1,?,23%,-9%,i,15%,·,29%,-9%,6%
Cc1ccc2c(c1)NC(=O)C(CC(=O)NCCN(CC(C)C)CC(C)C)O2 (stereo unspecified),-2%,21%,-4%,i,2%,-13,-11%,3%,1%
CCc1nc2c(OCCC3CCCCC3)cccn2c1N(C)C(=O)c1cccs1,·,?,·,?,?,-54*,-95%,?,?
COc1ccc(-c2n[nH]c(C)c2-c2cscn2)c(O)c1,5%,2%,1%,i,-2%,-7,-3%,1%,-7%
O=C(Nc1ccccc1)NN1CC(=O)N(c2ccc(Cl)cc2)CC1=O,6%,5%,-2%,i,3%,-15,5%,-10%,6%
Cc1cccc(C)c1NC(=O)CNC(=O)COC(=O)c1ccc(Cl)s1,-1%,4%,-11%,i,1%,12,0%,-2%,-6%
CC(C)C[C@@H]1CN=C(N)N1C[C@@H]1CCCN1C[C@@H](C(C)C)N1C[C@@H](Cc2ccccc2)N(CCCC2CCCC2)C1=N,-50%[inhibitor],6%,-1%,i,0%,?,-1%,9%,0%
Cc1cccc(C)c1NC(=O)CCCSc1nnc(-c2ccco2)n1-c1ccccc1,-1%,-2%,-3%,i,-4%,-16,1%,-1%,10%
COc1ccc(OCc2ccc(-c3nc(C#N)c(N4CCN(c5ccccc5)CC4)o3)o2)cc1,·,·,·,i,·,·,-1%,8%,-1%
CC(C)=C(NC(=O)c1ccccc1)C(=O)Nc1cccc(C)c1,3%,-1%,4%,i,-1%,4,-28%,-16%,-1%
COc1cccc(C2=CC(=O)CC(C)(C)C2=O)c1,·,9%,·,i,3%,15,3%,5%,-4%
C=CCn1nc(C(=O)OCC)cc1-c1sc(NC(=O)c2ccccc2)nc1C,·,?,·,?,?,-30,1%,6%,9%
COC(=O)[C@@]12C[C@@H](CC(=O)NCCc3ccccc3OC)C(=O)N(Cc3ccccc3)C1=CCC(C)(C)C2,·,?,·,·,?,?,·,·,-16%
Cc1ccc(C2CC(=O)c3cnc(NC(=O)c4ccco4)nc3C2)cc1 (stereo unspecified),0%,-3%,-5%,i,2%,6,-3%,1%,0%
CCOC(=O)C1=C(C)NC(=O)NC1c1ccc(C)o1 (stereo unspecified),-1%,13%,-8%,i,-6%,2,5%,1%,5%
COc1ccc(NS(=O)(=O)c2cccc(C(=O)N3CCC3)c2)cc1,0%,-1%,-5%,i,0%,16,1%,5%,-4%
CCNC(=O)C1CCCN(Cc2cc(-c3ccccc3)on2)CC1 (stereo unspecified),·,0%,·,i,20%,47,-59%,9%,0%
COc1ccc(C2CC3(O)CC(C#N)(C(=O)N3)C2(C#N)C#N)cc1 (stereo unspecified),-2%,15%,-5%,i,15%,0,6%,·,0%
COc1ccc(N(C(=O)c2ccco2)C(C(=O)NC2CCCC2)c2ccncc2)cc1OC (stereo unspecified),1%,7%,-16%,i,6%,13,-4%,11%,2%

# The list goes on.
SMILES,MCF10A rerep,HT1080NT lethal,SW480 rerep,S2 tox,HT1080 IDH1KD tx,IL-1B inflam inh,HepG2 tox,ATXN2 expr inh,KB-3-1 tox
CC(C)N(C(=O)Cn1cc(S(=O)(=O)CC(=O)N2CCOCC2)c2ccccc21)C(C)C,8%,4%,24%,i,2%,-18,1%,-1%,7%
COc1ccccc1C(=O)N1CCN(Cc2nc(CC3CC3)no2)CC1,1%,2%,-6%,i,13%,24,3%,3%,1%
COc1cc(C2=NC(CO)(CO)CO2)cc(OC)c1OC,-9%,-6%,-6%,i,-13%,-72*,7%,-8%,22%
O=C(CNS(=O)(=O)c1ccccc1)N/N=C/c1ccc(O)cc1,-6%,15%,-8%,i,2%,2,17%,-15%[11.3 µM],7%
Oc1ccc(Cl)cc1Nc1nc2ccccc2n2cnnc12,·,·,·,i,·,·,-2%,11%,2%
CCN(CC)CCCNC(=O)CCC(=O)Nc1ccc2nc(N3CCCCC3)cc(C)c2c1,?,2%,12%,i,-20%,0,-8%,·,1%
CC(Sc1nnc(COc2ccc(Cl)cc2)n1Cc1ccccc1)C(=O)O (stereo unspecified),-3%,-2%,-6%,i,-5%,3,-24%,5%,-2%

# High-throughput results (PubChem)

# This is a random part of the collection. Share with any hit: about 8.9%.
